Assay outcomes (PubChem BioAssay)
GPR35 antagonists: inhibition of zaprinast-stimulated GPR35 beta-arrestin translocation – imaging, U2OS, beta-arrestin-GFP, zaprinast agonist, primary screen (AID 2058); U2OS GPR35 beta-arrestin-GFP translocation imaging, zaprinast antagonism; higher % means a stronger effect; one-dose inhibition, % at 10 µM; IC50 in µM for titrated hits; 290,000 compounds, 0.052% hits;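 active = inhibition of at least 50% with at least 30 cells and total cytoplasm GFP at most 10,000,000; inconclusive = under 30 cells or total GFP of 10,000,000 plus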
PhoP inhibition: inhibitors of PhoP regulon expression, primary screen, Salmonella Typhimurium, GFP reporter (AID 1863) | S. Typhimurium PhoP-regulated promoter GFP reporter, 4 h; higher % means a stronger effect | inhibition, % at 50 µM, or IC50 in µM where a hit was titrated | 300,000 compounds, 0.16% hits;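 active = inhibition over 29.93%, a cutoff 3 SD above the screen mean, later confirmed by dose response; inconclusive = inhibition over 29.93% but no dose response follow-up; inactive = inhibition at most 29.93% or unconfirmed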;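 note: 0% = low Mg2+ inducing control and 100% = high Mg2+ repressing control; strong numbers were not always called active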
GPR55 LPI antagonism: inhibition of LPI-stimulated GPR55 beta-arrestin translocation – imaging, U2OS, beta-arrestin-GFP, LPI agonist, primary screen (AID 2013); inhibition, % at 10 µM; hits with a dose series show IC50 in µM; 290,000 compounds, 0.13% hits; U2OS GPR55 beta-arrestin-GFP translocation imaging, LPI antagonism; higher % means a stronger effect;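 active = spots per cell inhibited over 60%, with over 100 cells counted and total cytoplasm intensity under 500,000; inconclusive = wells with under 100 cells, flagged as likely toxic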;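 note: U2OS cells stably carrying GPR55 and arrestin-GFP stimulated by 5 µM LPI near EC80; imaged beta-arrestin-GFP aggregate spots per cell after agonist stimulation; plate controls were LPI-stimulated DMSO wells for no effect and DMSO wells without LPI for full effect; some results filed as inactive read as strong as hits; confirmed hits need IC50 under 10 µM and bright autofluorescent wells are also inconclusive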
Rac1 GTP hydrolysis: MgcRacGAP GTPase-activating activity inhibitors, confirmation, biochemical, ADP Hunter fluorescence; MgcRacGAP-stimulated Rac1 GTP hydrolysis, ADP Hunter fluorescence; higher % means a stronger effect; GST-tagged Rac1 F28L mutant substrate; inhibition, % at 30 µM; hits with a dose series show IC50 in µM; 340,000 compounds, 0.6% hits; AID 624330;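 active = first-screen hits whose inhibition reached a set limit at any dose in the follow-up dose series; inconclusive = inhibition above the set first-screen limit but never retested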;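 note: fluorescence reports GDP produced by GAP-driven GTP hydrolysis; strong numbers were not always called active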
NTR1 ag: agonists of NTR1, primary screen, imaging, U2OS cells, beta-arrestin-GFP, high content (AID 493036) | 330,000 compounds, 0.17% hits | P30989 | activation, % at 20 µM | NTR1-U2OS beta-arrestin-GFP spot imaging, agonist mode;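 active = activation at or above 40% of the spot to cytoplasm intensity ratio, with at least 20 cells analyzed; inconclusive = wells under 20 cells, flagged as cytotoxic or low count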;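 note: 0% = DMSO without peptide and 100% = 100 nM NTR1 peptide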
Target sequence (P30989 whole entry, looked up): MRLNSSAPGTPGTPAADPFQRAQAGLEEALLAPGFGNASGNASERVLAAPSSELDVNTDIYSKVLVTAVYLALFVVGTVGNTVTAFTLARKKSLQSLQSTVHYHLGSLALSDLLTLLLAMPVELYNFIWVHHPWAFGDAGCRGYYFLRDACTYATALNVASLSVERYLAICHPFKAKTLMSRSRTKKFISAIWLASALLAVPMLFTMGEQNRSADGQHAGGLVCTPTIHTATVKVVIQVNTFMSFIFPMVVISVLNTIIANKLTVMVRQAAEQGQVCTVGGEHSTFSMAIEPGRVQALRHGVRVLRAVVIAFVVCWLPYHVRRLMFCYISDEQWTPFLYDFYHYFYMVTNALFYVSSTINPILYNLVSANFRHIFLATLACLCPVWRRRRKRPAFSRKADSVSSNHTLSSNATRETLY
Myeloid diff MLP: promotes myeloid progenitor differentiation; calls only at 10 µM; ER-HoxA9 myeloid progenitors, lysozyme-GFP differentiation, flow cytometry; 360,000 compounds, 1% hits; AID 624256;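 active = normalized GFP-positive differentiation at or above the plate's own cutoff, the solvent-only control mean plus 3 SD; inconclusive = no clear call, values can overlap the other calls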;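 note: cells exposed to compound for four days before flow analysis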
Siah-1 displacement: blockers of Siah-1 interaction with plectin peptide – biochemical, fluorescence polarization, rhodamine-plectin, uHTS, primary screen (AID 1817); Siah-1 / rhodamine-plectin peptide fluorescence polarization; higher % means a stronger effect; displacement, % at 20 µM, or IC50 in µM where a hit was titrated; 290,000 compounds, 0.02% hits;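 active = displacement of at least 50% at 20 µM, with a fluorescence ratio check between 0.3 and a set limit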;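 note: plate controls were Siah plus tracer with DMSO for no effect and tracer alone without Siah for full effect; strong numbers were not always called active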
HIV fusion peptide: cell-free HIV fusion peptide-binding blockers – biochemical, uHTS, fluorescence dequenching, primary screen (AID 1986); cell-free peptide binding, fluorescence dequenching, 30 min; higher % means a stronger effect; inhibition, % at 20 µM; hits with a dose series show IC50 in µM; 290,000 compounds, 0.3% hits; in the data active = inhibition mostly above about 52%, no sharp cut-off; inactive = mostly below about 76%; note: some results filed as inactive read as strong as hits
LYP phosphatase: inhibitors of LYP phosphatase, biochemical, fluorescence intensity, uHTS (AID 1779); recombinant LYP phosphatase, fluorescence intensity; higher % means a stronger effect; 290,000 compounds, 0.054% hits; inhibition, % at 11.5 µM, or IC50 in µM where a hit was titrated; in the data active = inhibition above about 50%;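 note: plate controls were vehicle with enzyme for no effect and no enzyme for full effect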
NTR1 ag cell count 20 µM: recorded beside NTR1 ag, whose call it bears; cell count; measured here: cell count, cytotoxicity flag
Myeloid diff MLP GFP+ MAC1+ %: second read-out of Myeloid diff MLP, no call of its own (marks repeat the call); GFP+ MAC1+ double positive, %; measured here: differentiation confirmed by MAC1 staining
Numbers without * were called inactive; i = inactive; ? = inconclusive; . = not tested or not shown.

SMILES | GPR35 antagonists | PhoP inhibition | GPR55 LPI antagonism | Rac1 GTP hydrolysis | NTR1 ag | NTR1 ag cell count 20 µM | Myeloid diff MLP | Myeloid diff MLP GFP+ MAC1+ % | Siah-1 displacement | HIV fusion peptide | LYP phosphatase
Cc1cc(C)c(OCCCNCc2ccccc2)c(Br)c1 | 1.3% | 2.4% | 12.1% | 26.8% | 7.1 | 60 | i | 0.5 | 2.8% | 0.6% | -0.5%
Cc1ccc2cccc(OCc3cccc([N+](=O)[O-])c3)c2n1 | -2.9% | 17.3% | -0.8% | 9.8% | -0.1 | 82 | i | 0.5 | -1.1% | 0.5% | -0.9%
COC(=O)C(Cc1ccc(O)cc1)NC(=O)c1ccccc1OC (configuration not stated) | -0.3% | -10.1% | 4.8% | 8.2% | 0.5 | 55 | i | 0.8 | -3.3% | -0.2% | -3.6%
O=c1c(-c2nc3ccccc3s2)cccn1Cc1ccc(Cl)c(Cl)c1 | -35.6% | -1.2% | 34.4% | 4.0% | 17.2 | 94 | i | 1.1 | 4.5% | 2.2% | -13.8%
Cc1ccc(-c2nnn3c2nc(NCCc2ccc(S(N)(=O)=O)cc2)c2ccccc23)cc1 | . | 16.6% | -17.2% | 4.0% | 9.5 | 70 | i | 0.6 | 5.1% | 0.6% | -7.4%
CCc1cc2c(=O)c(-c3nc4ccccc4n3C)coc2c(CN2CCC(C)CC2)c1O | -7.6% | . | -0.6% | -4.6% | -1.6 | 86 | i | 0.6 | -4.6% | 0.4% | -3.3%
N#C/C(=C\c1ccc2c(c1)OCO2)C(=O)NCc1ccco1 | -10.8% | 8.4% | 13.0% | 4.7% | 1.8 | 45 | i | 0.0 | -2.7% | -1.1% | -5.9%
CSCC[C@H](NC(=O)c1ccc2ccccc2c1)C(=O)N1CCC2(CC1)NCCc1[nH]cnc12 | 11.5% | -4.8% | 10.9% | 13.7% | 0.2 | 65 | i | 5.2 | 69.3% | 0.9% | -8.1%
CC1(c2nnc(-c3ccccc3)o2)CC(c2cccc(Cl)c2)=NO1 (configuration not stated) | -10.6% | -7.4% | 0.0% | 4.9% | 2.3 | 66 | i | 1.1 | -3.9% | -0.7% | 0.1%
Cc1ccc(NC(=S)N2CCN(C(=O)C3CCCO3)CC2)cc1 (configuration not stated) | -3.8% | 10.2% | 1.9% | 7.7% | -0.3 | 31 | i | 0.8 | -1.0% | -0.3% | -4.8%
COC(=O)c1[nH]c2cccc(Cl)c2c1NC(=O)CN1CCCCC1C (configuration not stated) | 26.8% | 10.1% | 12.7% | 6.4% | 1.4 | 66 | i | 0.9 | 1.8% | 15.0% | -3.5%
COc1ccc(NC(=O)CSc2nnnn2-c2ccccc2OC)c(OC)c1 | -1.2% | 0.9% | -1.7% | 5.1% | 0.1 | 53 | i | 0.5 | 3.7% | 0.6% | 0.4%
O=c1[nH]ncc(NCCc2ccccc2)c1Cl | 15.6% | -7.1% | 4.0% | 9.8% | 0.1 | 55 | i | 0.4 | -0.9% | -0.8% | -3.8%
Cc1ccc2c(CN3CCCCC3C)cc(=O)oc2c1 (configuration not stated) | -7.4% | -3.1% | -9.1% | 9.7% | 2.3 | 40 | i | 0.5 | 2.0% | 0.9% | 6.0%
Cc1oc2c(c1C(=O)c1ccccc1)C(=O)C(=O)c1ccccc1-2 | 20.7% | 4.5% | 15.5% | -1.7% | 13.9 | 45 | ? | . | 5.0% | 0.7% | -4.1%
CCCCCC(=O)N1CC2(CC)CN(C(=O)CCCCC)CC(CC)(C1)C2=O | -3.8% | -3.1% | -4.5% | 1.5% | -0.6 | 52 | i | 0.6 | 0.7% | 0.0% | -5.8%
CCN1CCCC1CNS(=O)(=O)c1cccc(C(F)(F)F)c1 (configuration not stated) | -1.4% | -8.6% | 0.1% | -2.5% | -0.2 | 61 | i | 0.6 | 3.0% | -1.4% | -7.1%
O=C(NCC1CCCO1)c1c(O)c2cccc3c2n(c1=O)CC3 (configuration not stated) | 2.7% | 8.0% | -3.0% | -3.1% | -0.8 | 54 | . | . | 3.5% | -1.5% | -10.1%
CCSc1ccccc1C(=O)Nc1cccnc1 | 14.8% | 1.5% | -4.0% | 0.8% | -0.7 | 86 | i | 1.8 | 0.5% | 0.0% | -5.5%

10 neighbouring compounds from above:
SMILES | GPR35 antagonists | PhoP inhibition | GPR55 LPI antagonism | Rac1 GTP hydrolysis | NTR1 ag | NTR1 ag cell count 20 µM | Myeloid diff MLP | Myeloid diff MLP GFP+ MAC1+ % | Siah-1 displacement | HIV fusion peptide | LYP phosphatase
Cc1ccc(NC(=S)N2CCN(C(=O)C3CCCO3)CC2)cc1 (configuration not stated) | -3.8% | 10.2% | 1.9% | 7.7% | -0.3 | 31 | i | 0.8 | -1.0% | -0.3% | -4.8%
COC(=O)c1[nH]c2cccc(Cl)c2c1NC(=O)CN1CCCCC1C (configuration not stated) | 26.8% | 10.1% | 12.7% | 6.4% | 1.4 | 66 | i | 0.9 | 1.8% | 15.0% | -3.5%
COc1ccc(NC(=O)CSc2nnnn2-c2ccccc2OC)c(OC)c1 | -1.2% | 0.9% | -1.7% | 5.1% | 0.1 | 53 | i | 0.5 | 3.7% | 0.6% | 0.4%
O=c1[nH]ncc(NCCc2ccccc2)c1Cl | 15.6% | -7.1% | 4.0% | 9.8% | 0.1 | 55 | i | 0.4 | -0.9% | -0.8% | -3.8%
Cc1ccc2c(CN3CCCCC3C)cc(=O)oc2c1 (configuration not stated) | -7.4% | -3.1% | -9.1% | 9.7% | 2.3 | 40 | i | 0.5 | 2.0% | 0.9% | 6.0%
Cc1oc2c(c1C(=O)c1ccccc1)C(=O)C(=O)c1ccccc1-2 | 20.7% | 4.5% | 15.5% | -1.7% | 13.9 | 45 | ? | . | 5.0% | 0.7% | -4.1%
CCCCCC(=O)N1CC2(CC)CN(C(=O)CCCCC)CC(CC)(C1)C2=O | -3.8% | -3.1% | -4.5% | 1.5% | -0.6 | 52 | i | 0.6 | 0.7% | 0.0% | -5.8%
CCN1CCCC1CNS(=O)(=O)c1cccc(C(F)(F)F)c1 (configuration not stated) | -1.4% | -8.6% | 0.1% | -2.5% | -0.2 | 61 | i | 0.6 | 3.0% | -1.4% | -7.1%
O=C(NCC1CCCO1)c1c(O)c2cccc3c2n(c1=O)CC3 (configuration not stated) | 2.7% | 8.0% | -3.0% | -3.1% | -0.8 | 54 | . | . | 3.5% | -1.5% | -10.1%
CCSc1ccccc1C(=O)Nc1cccnc1 | 14.8% | 1.5% | -4.0% | 0.8% | -0.7 | 86 | i | 1.8 | 0.5% | 0.0% | -5.5%
